Screening results as filed in PubChem BioAssay.
MLLE-PAM2 inh: blocks PAM2 peptide binding to the PABP1 MLLE domain | P11940 | GST-MLLE / FITC-PAM2 fluorescence polarization | inhibition, % at 20 µM | 360,000 compounds, 0.36% hits | AID 588489; in the data active means inhibition above about 35%, passing the limit was not always enough;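 further: plate controls were DMSO wells with GST-MLLE for no effect and wells lacking GST-MLLE protein for full effect; some results filed as inactive read as strong as hits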
CSN deneddyl inh: blocks human CSN-mediated cullin deneddylation. Purified CSN, SCF-Nedd8-OG deneddylation, fluorescence polarization. 360,000 compounds, 0.38% hits. AID 651999. Q92905. inhibition, % at 12.5 µM;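 active means pattern-corrected inhibition above about 35%, with an unprinted fluorescence ratio check between 0.5 and 1.5, limit read from the data, passing the limit was not always enough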;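 further: 0% = enzyme with substrate and 100% = substrate without enzyme; some results filed as inactive read as strong as hits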
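Material: human Csn5 produced in HEK293T cells; Input: enzyme 0.24 nM; Reagent: SCFSkp2-Nedd8OG substrate at 10 nM final; Dosing: 12.5 µM compound; Incubation: 90 min reaction at room temperature; Detection: fluorescence polarization of the substrate; Evaluation: % inhibition of substrate cleavage by Csn5; Control set: substrate-only high control, full reaction low control.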
FAS TE block: blocks the thioesterase domain of human fatty acid synthase. inhibition, % at 15 µM. P49327. recombinant FAS-TE, OMFH fluorogenic substrate, fluorescence endpoint. 360,000 compounds, 0.67% hits. AID 602261;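 active means compounds whose normalised, plate-corrected inhibition of enzyme fluorescence in the single-dose primary screen is 50% or more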;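 further: 0% = DMSO with enzyme and 100% = substrate without enzyme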
SKN-1 block: blocks SKN-1 activity in C. elegans; C. elegans VP596 Pgst-4::GFP/RFP ratio, acrylamide-induced, 24 h; inhibition, % at 21.8 µM; 360,000 compounds, 0.49% hits; AID 624304;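 active means interference check ratio from 0.5 to 1.5 plus GFP to RFP signal ratio inhibition reaching or exceeding a fixed threshold, cut at about 30% in these data, passing the limit was not always enough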; further: some compounds called inactive have numbers as strong as hits
NadD inh: blocks S. aureus nicotinate mononucleotide adenylyltransferase | purified NadD enzyme, colorimetric absorbance read-out | inhibition, % at 20 µM | 360,000 compounds, 0.78% hits; in the data active means inhibition above about 26%; further: some compounds past the cut are filed as inactive
Rin1 Abl inh: human Rin1-Abl interaction inhibition | P00519+Q13671 | TR-FRET Rin1/Abl binding, biochemical | inhibition, % at 7.35 µM | 360,000 compounds, 0.4% hits; in the data active means inhibition above about 5%, passing the limit was not always enough
Rpn11 block: inhibitors of human proteasome Rpn11 | O00487 | human 26S proteasome, Ub4-pepOG fluorescence polarization; 20S core pre-blocked with epoxomicin | calls only at 20 µM | 360,000 compounds, 0.59% hits | AID 588493;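 active means inhibition at 20 µM, scaled to each plate's controls, above about 33%, limit read from the data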
Neddylation inh: inhibitors of human cullin neddylation | P61081+Q13564 | AID 651699 | 360,000 compounds, 0.58% hits | TR-FRET cullin neddylation, biochemical | calls only at 25 µM; in the data active means inhibition above about 36%
MT1-MMP act inh: MT1-MMP (human) activation inhibition | P50281 | HT1080 RFP-PRO-GFP cells, GFP/RFP ratio fluorescence, overnight; percent of plate control window, DMSO zero | GFP/RFP ratio change, % at 20 µM | 360,000 compounds, 0.061% hits | AID 651647;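 active means GFP/RFP ratio change of at least 30% with cell ATP level not reduced by more than half and red fluorescence within 50% of control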; further: strong numbers were not always called active
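Compound: 20 µM single dose, 1% DMSO / System: HT1080 RFP-PRO-GFP cells / Controls: DMSO and RFP-L50D-GFP cell wells / Read-out basis: GFP/RFP fluorescence ratio / Schedule: overnight compound exposure at 37 °C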
Numbers without * were called inactive; i = inactive; / = not tested or not shown; + = active, no number.

Results follow in this order: MLLE-PAM2 inh	CSN deneddyl inh	FAS TE block	SKN-1 block	NadD inh	Rin1 Abl inh	Rpn11 block	Neddylation inh	MT1-MMP act inh
1	Cc1ccc(Nc2nc(-c3c(C)nc4ccccn34)cs2)cc1
 : -8	-9	15	2	-5	-2	i	i	-8
2	CCCCN1C(=O)C(NC(=O)CC(C)C)(C(F)(F)F)C2=C1CC(C)(C)CC2=O (configuration not stated)
 : 3	6	-2	15	3	-4	i	i	-2
3	O=C(COc1ccc(Br)cc1)N/N=C1/SCC(=O)N1Cc1ccco1
 : -13	5	5	-11	-2	-1	i	i	7
4	O=C(N/N=C/c1cccc(C(F)(F)F)c1)c1ccccc1O
 : 0	-4	2	12	3	-3	i	i	0
5	CCCCNC(=O)c1cccc(S(=O)(=O)N2CC3(C)CC2CC(C)(C)C3)c1 (configuration not stated)
 : 1	1	19	9	-3	0	i	i	-13
6	Cc1cc(C(=O)N2CCC(C(=O)O)CC2)c(C(F)(F)F)o1
 : -2	3	-6	-7	-3	0	i	i	-1
7	O=C(NCC1CC1)c1onc(CSc2ccc(F)cc2)c1C(=O)NCC1CC1
 : 10	-4	12	-2	-7	-2	i	i	-3
8	CCCCCc1nnc(NC(=O)Cc2ccc([N+](=O)[O-])cc2)s1
 : 10	11	-6	1	16	2	i	i	4
9	COc1cc(C)cc(C(=O)C=Cc2ccccc2)c1O
 : 2	15	1	-7	-4	-2	i	i	8
10	CCCCOc1ccc(/C=N/NC(=O)c2nnn(-c3nonc3N)c2CN2CCCCCC2)cc1
 : 5	-1	23	-1	6	5	i	i	-2
11	COc1cccc(-n2nnnc2SCC(=O)NCc2ccco2)c1
 : -49	5	-1	-7	1	-5	i	i	1
12	COc1ccccc1N1CCN(C(=O)c2c(C)noc2C)CC1
 : 9	1	-6	-3	-5	-3	i	i	-2
13	N#CC1=C(N)NC(SCC(=O)O)=C(C#N)C12CCCC2
 : 4	4	-4	-8	4	-1	i	i	-2
14	CN1CCN(NC(=S)Nc2ccc(Oc3ccccc3)cc2)CC1
 : 0	-5	-12	-7	-2	0	i	i	-1
15	O=C1CNC(=O)N1c1ccc(Cl)cc1
 : -8	-5	-4	-3	-6	-1	i	i	3

Some of the entries so far, in markdown:
| item | mol | MLLE-PAM2 inh | CSN deneddyl inh | FAS TE block | SKN-1 block | NadD inh | Rin1 Abl inh | Rpn11 block | Neddylation inh | MT1-MMP act inh |
| --- | --- | --- | --- | --- | --- | --- | --- | --- | --- | --- |
| 10 | CCCCOc1ccc(/C=N/NC(=O)c2nnn(-c3nonc3N)c2CN2CCCCCC2)cc1 | 5 | -1 | 23 | -1 | 6 | 5 | i | i | -2 |
| 1 | Cc1ccc(Nc2nc(-c3c(C)nc4ccccn34)cs2)cc1 | -8 | -9 | 15 | 2 | -5 | -2 | i | i | -8 |

Remaining list, next part:
Results follow in this order: MLLE-PAM2 inh	CSN deneddyl inh	FAS TE block	SKN-1 block	NadD inh	Rin1 Abl inh	Rpn11 block	Neddylation inh	MT1-MMP act inh
16	O=C1C(=O)c2ccccc2C(O)=C1C1CCC(c2ccc(Cl)cc2)CC1 (configuration not stated)
 : 10	-1	0	1	7	-4	i	i	18
17	CCn1nc(C)c(/C=N/NC(=O)c2ccc3c(c2)c(C)c(C)n3Cc2ccccc2)c1C
 : -12	1	16	10	-5	-2	i	+	5
18	O=C(CCC(=O)NNc1nc2ccccc2c2nc(-c3ccccc3)nn12)NCCCN1CCCC1=O
 : -5	2	-4	1	5	2	i	i	4
19	COc1ccc(N2CCN(Cc3nc(N)nc(Nc4ccc(C)c(Cl)c4)n3)CC2)cc1
 : 0	4	11	36*	1	-3	i	i	-12
20	Cc1ccc(C(O)c2ncc(-c3ccc4ccccc4c3)[nH]2)cc1 (configuration not stated)
 : 3	1	-1	2	3	-1	i	i	-2
21	CCOC(=O)c1cc(C(C)(C)C)oc1CNC(=O)c1c(C)oc2c1CCCC2
 : -1	1	8	-9	-3	1	i	i	0
22	CCc1ccccc1NC(=O)CN(C)Cc1nc(N)nc(Nc2ccccc2C)n1
 : -4	-8	-1	3	6	-1	i	i	0
23	C/C(=N\O)C(=O)NCc1ccccn1
 : 10	2	-7	10	0	1	i	i	1
24	COC(=O)Cc1cc(=O)n2[nH]c(C)c(-c3ccccc3)c2n1
 : -2	-2	-6	9	-2	0	i	/	8
25	Cc1ccc(C)c(N2CCN(C(=O)CCS(=O)(=O)c3cccc4nonc34)CC2)c1
 : 5	-4	15	-47	-1	-2	i	i	7
26	CCOc1ccc2c(C)c(C)c(=O)oc2c1OCC
 : 4	1	-9	-7	-2	-1	i	/	5
27	CC1=C(C(=O)Nc2cc(-c3cccc(F)c3)[nH]n2)C2(CCCCC2)OC1=O
 : 6	0	10	-6	-1	-4	i	i	1
28	O=C(NCc1c(Cl)cccc1Cl)c1[nH]c(C(F)(F)F)nc1-c1ccccc1
 : 8	3	-3	23	0	7	i	i	0
29	CCOc1ccc(S(=O)(=O)NCC2CCCO2)c2cccnc12 (configuration not stated)
 : 1	1	-6	-20	1	1	i	/	7
30	O=C(CCNc1ccc(F)c(Cl)c1)c1ccco1
 : 0	2	2	-5	1	2	i	i	6
31	COc1ccc(C(=O)N=c2sc3c(C)ccc(OC)c3n2C)cc1
 : -6	-2	23	12	-3	0	i	i	0
32	c1ccc(-c2nc(-c3ccccn3)no2)cc1
 : -9	-3	-10	21	-2	-1	i	i	2
33	CNC(=O)c1sc(SC)cc1-c1ccc(Cl)cc1
 : -12	-2	-7	-14	-6	-3	i	i	5
34	Cn1ncc2c(Nc3cccc4ccccc34)ncnc21
 : 3	3	-9	-29	0	0	i	i	-3
35	Cc1cc(C(=O)N/N=C/c2cccs2)n[nH]1
 : -4	-1	-5	1	-4	-1	i	i	4
36	Cc1cc(NS(=O)(=O)c2ccc(NC(=O)CSc3nc4sc(C)c(C)c4c(=O)[nH]3)cc2)no1
 : -14	10	-2	4	8	-3	i	i	2
37	O=[N+]([O-])c1cc(S(=O)(=O)N2CCOCC2)ccc1OCc1ccccc1C(F)(F)F
 : 6	0	2	-18	-2	4	i	i	2
38	O=C(Nc1nnc(C2CC2)s1)c1cc(-c2ccccc2)nn1-c1ccccc1
 : 13	-3	18	-4	12	-3	i	i	1
39	C[C@@H]1CN([C@H](C)CO)C(=O)CCCn2nncc2CO[C@H]1CN(C)Cc1ccc(Cl)c(Cl)c1
 : -3	4	-3	5	-4	-2	i	i	1
40	Cc1cc2nc(/N=C(\N)NC(=O)C(C)C)nc(C)c2cc1C
 : -11	-3	-9	0	-3	-3	i	i	-17
41	Cc1nc(C(=O)Nc2cccc(Cl)c2Cl)nn1-c1cc(OC(C)C)c(Cl)cc1Cl
 : 17	-1	11	-9	24	-5	i	i	2
42	COc1ccc2c(c1)c(N=NC(N)=S)c(O)n2CC(=O)c1ccccc1
 : 8	-2	-6	-5	2	2	i	i	3
43	CCOC(=O)c1c(NC(=O)Nc2ccc(C)cc2)sc2c1CCN(C)C2
 : 2	0	-8	3	-8	1	i	i	0
44	COc1cccc(C2=NNC(=NCc3ccccc3)SC2)c1
 : -42	-6	-17	13	2	0	i	i	2
45	O=C(N/N=C/c1cccs1)c1cc(C2CC2)nc2ccccc12
 : 3	-4	-7	1	4	1	i	i	-9
46	O=C(NC(Cc1ccccc1)C(=O)NC(Cc1ccccc1)C(=O)O)c1ccccc1 (configuration not stated)
 : -6	3	-4	-1	4	2	i	i	-6
47	O=C1Nc2ccccc2C(=O)N2[C@H](c3ccccc3)[C@@H]3C(=O)N(Cc4ccccc4)C(=O)[C@@H]3[C@H]12
 : 0	4	-9	4	-2	3	i	i	-1
48	CCOC(=O)CN1CC23C=CC(O2)C(C(=O)O)C3C1=O (configuration not stated)
 : -15	0	-6	-14	-5	2	i	i	-2
49	COc1ccccc1Cn1c(SCC(N)=O)nc2c(oc3ccccc32)c1=O
 : -2	-3	-13	-6	3	-2	i	i	-1
50	Cc1ccc(C(=O)CSc2ccc(-c3ccncc3)nn2)cc1
 : 10	1	-6	-5	-8	4	i	i	-3
51	CC(=O)C12OC1CC1C3CCC4=CC(=O)CCC4(C)C3CCC12C (configuration not stated)
 : 1	3	9	-3	-1	-1	i	i	3
52	CC(C)C[C@H](NC(=O)N1CCn2c1nc1ccccc12)C(=O)NC1CCCCC1
 : -7	-2	19	20	6	1	i	i	2
53	O=C(Nc1ccc(F)c(Cl)c1)C1CC(=O)N(Cc2ccco2)C1 (configuration not stated)
 : -5	1	2	-7	-4	3	i	i	4
54	CCS(=O)(=O)N1CCN(S(=O)(=O)c2ccc(S(=O)(=O)NC3CC3)cc2)CC1
 : 5	0	-5	3	-4	0	i	i	/
55	CCOc1cc(CN2CCN(CCOCCO)CC2)ccc1OC
 : -7	-1	-8	5	1	-1	i	i	-2
56	COc1ccc(N2CCN(Cc3nc(-c4ccc(Cl)cc4Cl)no3)CC2)cc1
 : -1	4	30	14	-4	2	i	i	0
57	CC1(c2ccccc2)NC(=O)N(CC(=O)Nc2ccc(S(=O)(=O)NC3=NCCCCC3)cc2)C1=O (configuration not stated)
 : -13	3	-4	-2	-3	1	i	i	15
58	O=C(c1ccc(Cl)c(S(=O)(=O)N2CCCCCC2)c1)N1CCOCC1
 : -5	1	-1	0	3	0	i	i	1
59	C=CCc1c(C)nc(C)nc1N/N=C/c1ccc(N(C)C)cc1
 : -10	6	-4	-9	-8	1	i	i	4
60	C[C@H]1CN([C@@H](C)CO)C(=O)c2cc(Br)cnc2O[C@H]1CN(C)C(=O)c1cccnc1
 : -5	-4	-8	1	-2	3	i	i	4
61	Cc1nc(SCC(=O)Nc2nc3ccccc3s2)n[nH]1
 : 7	1	-8	-11	-6	4	i	i	7
62	Cc1cccc2sc(NC(=O)CSc3nc4ccccc4o3)nc12
 : 0	1	20	-21	2	2	i	i	4
63	NC(=O)c1cc(S(=O)(=O)NCCc2ccccc2)cs1
 : 13	1	1	20	-5	0	i	i	3
64	O=C(NN1C(=O)NC2(CCCCC2)C1=O)c1cc2cc(Cl)ccc2o1
 : -10	2	-4	9	-1	1	i	i	1
65	CCN(CC)C(=O)CSc1nnc2c3ccccc3n(C)c2n1
 : -3	0	-4	-3	-9	-3	i	i	-6
66	CCOc1ccc(C2C(C(=O)/C=C/c3ccco3)=C(O)C(=O)N2CCN2CCOCC2)cc1OC (configuration not stated)
 : 12	-2	-8	-2	12	0	i	i	-1
